TRPC4 agonist – opens the mouse TRPC4 cation channel; Q9QUQ5; HEK293 TRPC4beta/mu-opioid, Fluo4 calcium fluorescence; stronger effect = higher value; B-score at 10 µM; 0.49% of 310,000 active; AID 2237;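 active = B-score above 5 SD of library B-scores, and initial fluorescence ratio not above library mean plus 5 SD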;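 note: positive B-score marks a calcium rise read as TRPC4 activation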
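Test system: HEK293 cells stably co-expressing mouse TRPC4beta and mu-opioid receptor | Schedule: Fluo4 dye loading 45 min at room temperature, 110 s recording | Measured by: Kinetic Fluo4 calcium fluorescence, 5 s baseline at 1 Hz | Evaluation: B score of integrated ratio | Controls: Buffer (low) and maximal DAMGO (high)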
TMEM16A act – mouse TMEM16A channel activation, primary screen; Q8BHY3; HEK293 TMEM16A/YFP-H148Q/I152L, iodide quench fluorescence; stronger effect = lower value; B-score at 10 µM; 0.3% of 340,000 active; AID 623877;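 active = fluorescence-ratio B-score plate-corrected deviation score at least 3 library SD below zero, with starting fluorescence score within 5 deviations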;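 note: channel opened by trigger with iodide after compound preincubation; score built on the fluorescence ratio of max minus min over baseline; more negative score means more quench and so TMEM16A activation or potentiation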
TMEM16A inh – blocks the mouse calcium-activated chloride channel TMEM16A. 1.2% of 310,000 active. normalized B-score (activity score, 25-100; higher = stronger inhibition) at 10 µM. HEK293 TMEM16A/YFP iodide influx fluorescence, ionomycin;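 active = ratio plate-corrected score three or more library SD toward inhibition, starting fluorescence score within five deviations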;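 note: score derived from kinetic fluorescence span divided by baseline fluorescence per well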
MrgX1 antagonist – blocks BAM8-22 activation of human MrgX1 receptor; Q96LB2; MRGX1-HEK293 calcium flux, Fluo-4, BAM8-22 antagonism; stronger effect = lower value; B-score at 10 µM; 1.3% of 310,000 active; AID 588676;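 active = calcium-response B-score plate-corrected more than 3 library SD below zero, starting fluorescence within 5 deviations, no agonist response on first addition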;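 note: peak minus trough fluorescence over baseline after final BAM8-22 challenge near maximal dose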
Target sequence (Q96LB2 whole entry, looked up): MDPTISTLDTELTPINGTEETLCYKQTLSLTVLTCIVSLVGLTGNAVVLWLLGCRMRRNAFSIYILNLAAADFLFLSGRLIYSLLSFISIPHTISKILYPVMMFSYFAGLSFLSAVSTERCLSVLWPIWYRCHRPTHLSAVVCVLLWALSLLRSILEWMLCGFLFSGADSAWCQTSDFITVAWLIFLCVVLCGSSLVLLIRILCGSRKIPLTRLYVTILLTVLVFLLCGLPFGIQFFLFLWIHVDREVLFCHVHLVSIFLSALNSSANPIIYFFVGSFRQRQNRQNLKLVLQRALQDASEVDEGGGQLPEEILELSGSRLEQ
TRPC4 PAM – allosteric potentiators of mouse TRPC4 channel | HEK293 TRPC4beta/mu-opioid, DAMGO EC20, Fluo-4 Ca2+ flux; stronger effect = higher value | B-score at 10 µM | 0.42% of 310,000 active | AID 2227;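 active = B-score of calcium response area above 5 SD of library B-scores, with initial fluorescence ratio within 5 SD of library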;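 note: B-score of integrated fluorescence ratio over time as area under calcium response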
SKKanGAS inh – blocks kanamycin growth of S. pyogenes SKKanGAS strain; BacTiter-Glo, 6 h; 1.3% of 300,000 active; inhibition, % at 7.5 µM; AID 1662;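 active = mean replicate score, as percent of positive control median, at least 50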;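 note: strain carries kanamycin resistance gene driven by streptokinase promoter and grows in 40 µg/ml kanamycin; loss of luminescence reflects streptokinase promoter inhibition or plain growth inhibition; 0% = median of DMSO wells and 100% = positive control at its reference dose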
MrgX1 PAM – allosterically activates human MrgX1 receptor signaling; MrgX1-HEK293, Fluo-4 calcium flux, FDSS; stronger effect = higher value; B-score at 10 µM; 0.63% of 310,000 active;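 active = plate-corrected calcium response at least 3 library SD above typical, normal starting fluorescence, not activating the receptor alone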;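 note: compound read alongside a low EC10 to EC30 dose of BAM8-22 agonist; peak minus trough fluorescence over baseline measured at the second addition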
TRPC6 inhibitor – blocks the mouse TRPC6 cation channel. AID 2553. HEK293-TRPC6, membrane potential dye, ACh-evoked depolarization; stronger effect = lower value. 1.1% of 310,000 active. Q61143. B-score at 10 µM;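 active = B-score under library mean minus 3 SD, initial fluorescence not abnormally high, positive integrated signal ratio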;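 note: B-score derived from integrated fluorescence ratio over the kinetic read; more negative B-score means stronger inhibition of depolarization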
MrgX1 agonist – agonists of human MrgX1 receptor. MrgX1-HEK293 cells, Fluo-4 calcium fluorescence, agonist mode; stronger effect = higher value. 0.44% of 310,000 active. Q96LB2. B-score at 10 µM;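 active = calcium response B-score plate-corrected fluorescence ratio at least 3 library SD, with starting fluorescence B-score inside 5 SD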
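Test system: Stable human MrgX1 HEK293 cell line | Schedule: Overnight plating before 1 h dye loading | Read-out basis: Baseline-normalised fluorescence change ratio, B-scored | Detection: Kinetic calcium dye fluorescence, Fluo-4 NW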
TRPC6 act – mouse TRPC6 channel activation | B-score at 10 µM | HEK293-TRPC6 membrane potential dye fluorescence; stronger effect = higher value | Q61143 | AID 2550 | 0.13% of 310,000 active;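 active = B-score of the integrated fluorescence ratio above library mean plus 3 SD, and starting fluorescence ratio within library mean plus 5 SD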;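 note: higher score means more depolarization so channel activation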
TRPC4 inh – blocks the mouse TRPC4 cation channel; HEK293 TRPC4beta/mu-opioid, DAMGO-evoked Fluo4 calcium flux; stronger effect = lower value; Q9QUQ5; B-score at 10 µM; 0.39% of 300,000 active;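 active = B-score over 3 SD under the library average, no early fluorescence shift, positive overall ratio signal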
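material = TRPC4beta/mu-opioid receptor HEK293 cell line | probe or stimulus = sequential submaximal and maximal DAMGO stimulation | compound dosing = one concentration per compound | measured by = Fluo4 Ca2+ flux fluorescence | evaluation = integrated fluorescence ratio relative to baseline, converted to per-well B score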
* hit, by the source's call; i = inactive; / = not tested or not shown. Hits appear at their usual frequency. About 6.7% of those tested had a hit in this group.

SMILES | TRPC4 agonist | TMEM16A act | TMEM16A inh | MrgX1 antagonist | TRPC4 PAM | SKKanGAS inh | MrgX1 PAM | TRPC6 inhibitor | MrgX1 agonist | TRPC6 act | TRPC4 inh
CC1CCCN(CCOCCSc2ccccc2)C1 (configuration not stated) | i | i | i | i | i | 0 | i | i | i | i | i
CCc1ccc(OCC(=O)N/N=C/c2cc([N+](=O)[O-])ccc2N2CCCCCC2)cc1 | i | i | i | i | i | 11 | i | i | i | i | i
Cn1c(CN2CCCCC2)nc2cc(NC(=O)c3cccc(Br)c3)ccc21 | i | i | i | i | i | -9 | i | i | i | i | i
COc1cccc(OCCCCCCN2CCOCC2)c1 | i | i | i | i | i | -3 | i | i | i | i | i
CCCS(=O)(=O)N1CCC(C(=O)NCCCOC)CC1 | i | i | 100* | i | i | 3 | i | i | i | i | i
O=C(CCOc1ccccc1)Nc1ccccc1F | i | i | i | i | i | -1 | i | i | i | i | i
COc1ccc(C(=O)N2CC3(C)CC2CC(C)(C)C3)cc1OC (configuration not stated) | i | i | i | i | i | -2 | i | i | i | i | i
COC(=O)CN1C(=O)COc2ccc(S(=O)(=O)N3CCCCCC3)cc21 | i | i | i | i | i | -6 | i | i | i | i | i
CCC1(CC)NC(=S)N(Nc2ccccc2)C1=O | i | i | i | i | i | -8 | i | i | i | i | i
COc1ccc(N(CC(=O)N2CCOCC2)S(C)(=O)=O)cc1 | i | i | i | i | i | -6 | i | i | i | i | i
CC(=O)c1cccc(NC(=O)NC2CC3CCCC(C2)N3CC(C)C)c1 (configuration not stated) | i | i | i | i | i | -5 | i | -8.8* | i | 17* | i
COCCNC(=O)c1cccc(C)c1[N+](=O)[O-] | i | i | i | i | i | -5 | i | i | i | i | i
Fc1ccc(-[n+]2nc(Nc3ccccc3)sc2-c2cccc(Cl)c2Cl)cc1 | i | i | i | i | i | 1 | i | i | i | i | i
CSc1nc2ccccc2c(=O)n1C1CCOC(C)(C)C1 (configuration not stated) | i | i | i | i | i | 3 | i | i | i | i | i
C#CCNC(=O)C1=C[C@H](c2cn(C(C)=O)c3ccccc23)[C@@H](CCCO)[C@H](OCC)O1 | i | i | i | i | i | -4 | i | i | i | i | i
COC/C=C/C1=CC2=CC(=O)C(C)(OC(=O)c3cnc4ccccc4n3)C(=O)C2=CN1C(CO)CO (configuration not stated) | i | i | i | i | i | -2 | i | i | i | i | i
CN1C(=O)CSc2ccc(C(=O)O)cc21 | i | i | i | i | i | 0 | i | i | i | i | i
CCN(C(=O)COC(=O)c1cc(S(=O)(=O)N2CCc3ccccc32)ccc1OC)C1CCS(=O)(=O)C1 (configuration not stated) | i | i | i | i | i | -5 | i | i | i | i | i
CCC(C)N(C(=O)CCC(=O)Nc1cc(C)on1)C(C(=O)NC(C)(C)C)c1ccccc1Cl (configuration not stated) | i | i | i | i | i | 0 | i | i | i | i | i
CC(=O)Nc1ccc(Oc2cc(C#N)c(C#N)cc2N2CCOCC2)cc1 | i | i | i | i | i | -3 | i | i | i | i | i
CCCCCCC(=O)N=Nc1c(O)[nH]c2ccc([N+](=O)[O-])cc12 | i | i | i | i | i | 0 | i | i | i | i | i
O=C(CSCc1cc(=O)[nH][nH]1)Nc1ccc(F)cc1 | i | i | i | i | i | 1 | i | i | i | i | i
Cc1cc(C)c2c(=O)[nH]c(SCC(=O)c3ccc(C(C)C)cc3)nc2n1 | i | i | i | i | i | 7 | i | i | i | i | i
COc1ccc(C2=NS(=O)(=O)N(C)C(C(=O)NCc3ccc(F)cc3)=C2)cc1OC | i | i | i | i | i | -3 | i | i | i | i | i
CCCc1nc(SCC(=O)Nc2nnc(CC)s2)c2c(=O)n(C)c(=O)n(C)c2n1 | i | i | i | i | i | -4 | i | i | i | i | i
CCCCCC(=O)NC(=S)NC1C2CC3CC(C2)CC1C3 (configuration not stated) | i | i | i | i | i | 83* | i | i | i | i | i
Cc1cccc(C)c1NS(=O)(=O)c1ccc2c(c1)C(=O)c1ccccc1C2=O | i | i | i | i | i | -2 | i | i | i | i | i
CCOC(=O)C(NC(C)=O)(Nc1ccc(S(=O)(=O)Nc2ccncn2)cc1)C(F)(F)F (configuration not stated) | i | i | i | i | i | 3 | i | i | i | i | i
COc1ccc(C)cc1NC(=O)c1cccc(C(=O)Nc2cc(C)ccc2OC)c1 | i | i | i | i | i | 10 | i | i | i | i | i
S=c1[nH]nc(COc2ccc(Cl)cc2)n1Cc1ccco1 | i | i | i | i | i | 7 | i | i | i | i | i
CS(=O)(=O)c1ccc(C(=O)Nc2cc(-c3ccccc3)nn2-c2ccccc2)cc1 | / | i | i | i | / | / | i | / | i | / | /
COc1ccccc1/C=C1\SC(=S)N(CC(=O)NC2CCS(=O)(=O)C2)C1=O (configuration not stated) | i | i | i | i | i | -8 | i | i | i | i | i
COc1ccc(CCC(=O)NNC(=O)c2cc(Cl)ccc2OC)cc1 | i | i | i | i | i | 0 | i | i | i | i | i
CS(=O)(=O)c1ccccc1C(=O)Nc1nc2ccccc2[nH]1 | i | i | i | i | i | 8 | i | i | i | i | i
Cc1cccc(NC(=S)N(Cc2cccc(Br)c2)CC2CCC(C(=O)O)CC2)c1 (configuration not stated) | i | i | i | i | i | -16 | i | i | i | i | i
Cc1ccc(NC(=O)CSCc2cc(=O)n3ccsc3n2)cc1 | i | i | i | i | i | -6 | i | i | i | i | i
O=C(CNc1cccc(S(=O)(=O)N2CCOCC2)c1)Nc1cccc(Br)c1 | i | i | i | i | i | -12 | i | i | i | i | i
Cc1cc(C)c2c(CN3CCN(C/C=C/c4ccccc4)CC3)cc(=O)oc2c1 | i | i | i | i | i | 7 | i | i | i | i | i
Cc1ccc(-c2nc(CSc3nc4ccccc4c(=O)n3CCO)cs2)cc1 | i | i | i | i | i | -13 | i | i | i | i | i
O=C(Nc1ccccc1)C1=C[C@H](C2CC2)C[C@H](OCCCCO)O1 | i | i | i | i | i | 0 | i | i | i | i | i
CCC(C)(C)NC(=O)C(OC(=O)c1ccco1)c1ccccc1F (configuration not stated) | i | i | i | i | i | 3 | i | i | i | i | i
COc1cc2c(cc1OC)C(=O)Cc1ccc3c(c1CN(C)CC2)OCO3 | i | i | i | i | i | 0 | i | i | i | i | i
O=C(CN1CCN(c2ncccn2)CC1)N1CCCC1 | i | i | i | i | i | -4 | i | -5.3* | i | i | i
CCOC(=O)[C@H]1[C@H]2COc3cc(OC)ccc3[C@@H]2N2C(=O)N(c3cccc(Cl)c3)C(=O)[C@@]12C | i | i | i | i | i | 4 | i | i | i | i | i
CS(=O)(=O)N(CC(=O)O)c1ccc(C23CC4CC(CC(C4)C2)C3)cc1 | i | i | i | i | i | -1 | i | i | i | i | i
Cc1cccc(Nc2nc(N)nc(CCl)n2)c1 | i | i | i | i | i | -2 | i | i | i | i | i
CCOC(=O)CSc1nnc(CNC(=O)c2ccc([N+](=O)[O-])cc2)n1C | i | i | i | i | i | -9 | i | i | i | i | i
COc1ccc(CNC(=O)C2CCN(S(=O)(=O)c3ccc4c(c3)N(C(C)=O)CCO4)CC2)cc1 | i | i | i | i | i | 4 | i | i | i | i | i
Cc1cc(C(=O)CSc2nnc(-c3cccnc3)n2-c2ccccc2F)c(C)n1C | i | i | i | i | i | 9 | i | i | i | i | i
CCOc1c2ccc(C(=O)NCCCCc3ccccc3)cc2nn1CC | i | i | i | i | i | -3 | i | i | i | i | i
CCCOc1ccc(C(=O)NNC(=S)NC(=O)c2ccccc2)cc1 | 167* | i | 100* | i | i | 107* | i | i | 91* | i | i
CCCCN(C(=O)c1[nH]c(C)c(C(C)=O)c1C)c1c(N)n(CCCC)c(=O)[nH]c1=O | i | i | i | i | i | -4 | i | i | i | i | i
O=C(CCN1N=C(c2ccccc2)CCC1=O)NCCCN1CCOCC1 | i | i | i | i | i | 16 | i | i | i | i | i
COCc1ccc([C@@H]2C[C@H]3CN(Cc4cccnc4)C(=O)[C@]34CCCN24)o1 | i | i | i | i | i | -3 | i | i | i | i | i
CCCCNC(=O)CCn1c(=S)[nH]c2cc3c(cc2c1=O)OCO3 | i | i | i | i | i | -11 | i | i | i | i | i
O=C(N/N=C/c1cccc(Cl)c1)C1CCCC1 | i | i | i | i | i | -3 | i | i | i | i | i
Cc1nn(C)c(C(=O)NNC(=S)NCC(C)C)c1Cl | i | i | i | i | i | 6 | i | i | i | i | i
O=C(CNC(=O)C1CCCCC1)Nc1ccccc1 | i | i | i | i | i | -10 | i | i | i | i | i
NS(=O)(=O)c1ccc(NC(=O)C2CCCO2)cc1 (configuration not stated) | i | / | i | i | i | -3 | i | i | i | i | i
Cc1sc2nc(C3CC3)nc(SCC(=O)NCc3ccco3)c2c1C | i | i | i | i | i | 5 | i | i | i | i | i
(listing goes on)
SMILES | TRPC4 agonist | TMEM16A act | TMEM16A inh | MrgX1 antagonist | TRPC4 PAM | SKKanGAS inh | MrgX1 PAM | TRPC6 inhibitor | MrgX1 agonist | TRPC6 act | TRPC4 inh
CCn1c(SCC(=O)Nc2cc(C)on2)nnc1-c1ccccc1 | i | i | i | i | i | 0 | i | i | i | i | i
COc1cc(OC)cc(C(=O)NC(C)CCc2ccccc2)c1 (configuration not stated) | i | i | i | i | i | 20 | i | i | i | i | i
CCC(C)(C)NC(=O)C(NS(=O)(=O)c1cccs1)c1ccccc1 (configuration not stated) | i | i | i | i | i | -7 | i | i | i | i | i
C=CCn1c(SCC(=O)c2ccc(F)cc2)nnc1-c1ccc2c(c1)OCO2 | i | i | i | i | i | -5 | i | i | i | i | i
CC(C(=O)Nc1ccccc1Sc1ccccc1)N(c1ccccc1)S(C)(=O)=O (configuration not stated) | i | i | i | i | i | 2 | i | i | i | i | i
CCN(CC)S(=O)(=O)c1cc(C(=O)OCC(=O)Nc2c(F)cccc2F)ccc1F | i | i | i | i | i | 1 | i | i | i | i | i

Screening results deposited in PubChem BioAssay by several laboratories.
